Screening data: PubChem, several laboratories
MRP reversal – MRP-mediated drug resistance reversal; H69AR cells + 2 uM doxorubicin, CellTiter-Glo, 72 h; differential viability (reversal), % at 10 µM; hit rate 0.04% among 85,000;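 active = viability drop by adding the cancer drug above about 55%, with treated viability meeting a 40% cutoff, limit read from the data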;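 note: viability without doxorubicin minus viability with 2 µM doxorubicin for each compound; larger differential means the compound sensitizes cells more to doxorubicin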
IL1B NFkB inh – blocks IL-1B driven NFkB nuclear translocation in HUVEC cells. HUVEC IL-1B NFkB p65 nuclear translocation imaging. inhibition, % at 2 µM. hit rate 0.43% among 94,000;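 active = inhibition above about 30% together with a positive call from visual inspection of the well image, limit read from the data; inconclusive = inhibition above a set limit but visual check negative; inactive = inhibition not above a set limit, visual check negative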;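 note: nuclear over cytoplasmic p65 intensity ratio measured by imaging; 0% = IL-1B stimulated DMSO wells and 100% = unstimulated DMSO wells; values of inactives mirror those of a sister screen read the other way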
PLAP inhibition – inhibition of human placental alkaline phosphatase – biochemical, luminescence, HTS (AID 690); purified PLAP, luminescent substrate; higher % means a stronger effect; hit rate 0.08% among 96,000; inhibition, % at 20 µM, or IC50 in µM where a hit was titrated; in the data active = a potency from the dose series; inactive = the rest, 99 in 100 with inhibition below about 30%; note: strong numbers were not always called active
IL1B NFkB pot – enhances IL-1B driven NFkB nuclear translocation; HUVEC IL-1B NFkB p65 nuclear translocation imaging; activation, % at 2 µM; hit rate 0.3% among 94,000;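 active = activation above 40%, about the mean plus 3 SD, also judged a hit on visual image review; inconclusive = activation above 40% but not a hit on visual review; inactive = activation not above 40% and no visual hit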;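 note: percent activation is computed from the nuclear over cytoplasmic p65 intensity ratio; values of inactives mirror those of a sister screen read the other way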
Bcl-B TR3 displacers – displacers of TR3 peptide from Bcl-B, primary screen, selectivity assay for Bfl-1 inhibitor project, biochemical, fluorescence polarization; FP displacement of FITC-TR3 peptide from Bcl-B; higher % means a stronger effect; displacement, % at 20 µM; hits with a dose series show IC50 in µM; hit rate 0.11% among 96,000;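 active = displacement above 50% at 20 µM plus a fluorescence interference ratio under 1.5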;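 note: plate controls were wells without compound for no effect and wells lacking Bcl-B protein for full effect; a part of the inactive calls stands beside numbers as strong as those of hits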
MRP reversal cytotoxicity – second read-out of MRP reversal, no call of its own (marks repeat the call); viability, %; H69AR cells, CellTiter-Glo, 72 h; measured here: cytotoxicity without doxorubicin
MRP reversal with doxorubicin – also measured in MRP reversal; calls as there; viability, %; measured here: viability with 2 uM doxorubicin; stronger effect = lower value
IL1B NFkB inh cell count 2 µM – second read-out of IL1B NFkB inh, no call of its own (marks repeat the call); cell count; measured here: cells passing quality filter;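 raw number of nuclei counted in each imaged well without normalization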
IL1B NFkB pot cell count 2 µM – also measured in IL1B NFkB pot; calls as there; cell count; measured here: cells passing quality filter
Starred values were filed as active, the others as inactive. An excerpt; count on the stated rates, not on these rows.

Screening COCCN(C(=O)Cn1nnc2ccccc21)C(C(=O)NC1CCCC1)c1cc(OC)ccc1OC (configuration not stated) returned MRP reversal 0, IL1B NFkB inh 0, PLAP inhibition -67%, IL1B NFkB pot 0, Bcl-B TR3 displacers 2%, MRP reversal cytotoxicity 70, MRP reversal with doxorubicin 70, IL1B NFkB inh cell count 2 µM 133 and IL1B NFkB pot cell count 2 µM 133.
For COc1ccc(OC)c(NS(=O)(=O)c2ccc3c(c2)n(C)c(=O)n3C)c1 the results were MRP reversal 7, IL1B NFkB inh -2, PLAP inhibition -4%, IL1B NFkB pot 2, Bcl-B TR3 displacers -4%, MRP reversal cytotoxicity 92, MRP reversal with doxorubicin 86, IL1B NFkB inh cell count 2 µM 163 and IL1B NFkB pot cell count 2 µM 163.
Screening Cc1cc2ccccc2c(=O)n1CC(=O)NCC(=O)N1CCCC(C)C1 (configuration not stated) returned MRP reversal 8, IL1B NFkB inh -24, PLAP inhibition -4%, IL1B NFkB pot 24, Bcl-B TR3 displacers -17%, MRP reversal cytotoxicity 96, MRP reversal with doxorubicin 88, IL1B NFkB inh cell count 2 µM 173 and IL1B NFkB pot cell count 2 µM 173.
O=C(O)CCCC(=O)Nc1ccc(N2CCCC2)cc1 was read as MRP reversal 9, IL1B NFkB inh -1, PLAP inhibition -41%, IL1B NFkB pot 1, Bcl-B TR3 displacers 2%, MRP reversal cytotoxicity 95, MRP reversal with doxorubicin 86, IL1B NFkB inh cell count 2 µM 82 and IL1B NFkB pot cell count 2 µM 82.
Cc1cc(NC(=O)c2ocnc2C)no1 was read as MRP reversal 1, IL1B NFkB inh -23, PLAP inhibition 11%, IL1B NFkB pot 23, Bcl-B TR3 displacers -1%, MRP reversal cytotoxicity 93, MRP reversal with doxorubicin 92, IL1B NFkB inh cell count 2 µM 111 and IL1B NFkB pot cell count 2 µM 111.
CO/N=C/NC(=O)c1cn(-c2ccc(F)cc2)c(=O)c2ccccc12 was read as IL1B NFkB inh -9, PLAP inhibition -5%, IL1B NFkB pot 9, Bcl-B TR3 displacers -7%, IL1B NFkB inh cell count 2 µM 170 and IL1B NFkB pot cell count 2 µM 170.
CN(C)c1ccc(CNCCC2(O)CCOC(C)(C)C2)cc1 (configuration not stated) was read as MRP reversal 1, PLAP inhibition -53%, Bcl-B TR3 displacers 7%, MRP reversal cytotoxicity 105 and MRP reversal with doxorubicin 105.
`O=C(Nc1cccnc1)c1noc2c1CCCC2` gave MRP reversal 21, PLAP inhibition -9%, Bcl-B TR3 displacers 2%, MRP reversal cytotoxicity 112 and MRP reversal with doxorubicin 90.
For CCOC(=O)CSc1nc(-c2ccc3c(c2)OCO3)ccc1C#N the results were MRP reversal 7, IL1B NFkB inh -40, PLAP inhibition -4%, IL1B NFkB pot inconclusive, Bcl-B TR3 displacers -22%, MRP reversal cytotoxicity 82, MRP reversal with doxorubicin 75 and IL1B NFkB inh cell count 2 µM 168.
For COc1ccccc1CC(=O)NCC1CCCO1 (configuration not stated) the results were MRP reversal 2, PLAP inhibition -20%, Bcl-B TR3 displacers -10%, MRP reversal cytotoxicity 95 and MRP reversal with doxorubicin 93.
O=C(Cc1c[nH]c2ccccc12)NCc1ccc2c(c1)OCO2 was read as MRP reversal 19, IL1B NFkB inh 15, PLAP inhibition -12%, IL1B NFkB pot -15, Bcl-B TR3 displacers 10%, MRP reversal cytotoxicity 103, MRP reversal with doxorubicin 84, IL1B NFkB inh cell count 2 µM 83 and IL1B NFkB pot cell count 2 µM 83.
Screening CC(=O)OC1CC(n2ccc(NC(=O)c3ccccc3)nc2=O)OC1CO (configuration not stated) returned MRP reversal 8, IL1B NFkB inh 4, PLAP inhibition -8%, IL1B NFkB pot -4, Bcl-B TR3 displacers 16%, MRP reversal cytotoxicity 93, MRP reversal with doxorubicin 85, IL1B NFkB inh cell count 2 µM 192 and IL1B NFkB pot cell count 2 µM 192.
`FCCCOc1ccc(/C=N/OCc2ccc(Cl)cc2Cl)cc1` gave IL1B NFkB inh -6, PLAP inhibition 23%, IL1B NFkB pot 6, Bcl-B TR3 displacers -4%, IL1B NFkB inh cell count 2 µM 113 and IL1B NFkB pot cell count 2 µM 113.
Screening N[C@@H](Cc1ccccc1)c1nnc(SCc2ccccc2F)o1 returned MRP reversal -5, IL1B NFkB inh 5, IL1B NFkB pot -5, Bcl-B TR3 displacers 8%, MRP reversal cytotoxicity 87, MRP reversal with doxorubicin 92, IL1B NFkB inh cell count 2 µM 154 and IL1B NFkB pot cell count 2 µM 154.
`CCOC(=O)CN1C(=O)S/C(=C/c2cc(C)n(C)c2C)C1=O` gave IL1B NFkB inh 4, IL1B NFkB pot -4, IL1B NFkB inh cell count 2 µM 165 and IL1B NFkB pot cell count 2 µM 165.
Cc1cc(C)c(NC(=O)c2ccccc2N(C)S(C)(=O)=O)c(C)c1 was read as MRP reversal -2, IL1B NFkB inh -10, PLAP inhibition 14%, IL1B NFkB pot 10, Bcl-B TR3 displacers 4%, MRP reversal cytotoxicity 93, MRP reversal with doxorubicin 95, IL1B NFkB inh cell count 2 µM 71 and IL1B NFkB pot cell count 2 µM 71.
Cc1cccc(C(=O)Nc2ccccc2C(=O)OCc2c(C)noc2C)c1 was read as MRP reversal 13, IL1B NFkB inh 8, PLAP inhibition -10%, IL1B NFkB pot -8, Bcl-B TR3 displacers 7%, MRP reversal cytotoxicity 88, MRP reversal with doxorubicin 74, IL1B NFkB inh cell count 2 µM 173 and IL1B NFkB pot cell count 2 µM 173.
Screening CC(=O)N1CCN(Cc2nc3cc(NC(=O)c4ccccc4C)ccc3n2C)CC1 returned MRP reversal 13, IL1B NFkB inh -8, PLAP inhibition -16%, IL1B NFkB pot 8, Bcl-B TR3 displacers 12%, MRP reversal cytotoxicity 95, MRP reversal with doxorubicin 82, IL1B NFkB inh cell count 2 µM 153 and IL1B NFkB pot cell count 2 µM 153.
For C#CCSc1nc(Cc2ccc(Cl)cc2)nc2ccccc12 the results were IL1B NFkB inh 0, PLAP inhibition 6%, IL1B NFkB pot 0, Bcl-B TR3 displacers -2%, IL1B NFkB inh cell count 2 µM 185 and IL1B NFkB pot cell count 2 µM 185.
Cc1ccccc1-c1nc(S(=O)(=O)c2ccc(Cl)cc2)c(NCCN2CCOCC2)o1 was read as MRP reversal 10, IL1B NFkB inh 2, PLAP inhibition -58%, IL1B NFkB pot -2, Bcl-B TR3 displacers 1%, MRP reversal cytotoxicity 87, MRP reversal with doxorubicin 77, IL1B NFkB inh cell count 2 µM 146 and IL1B NFkB pot cell count 2 µM 146.
Screening O=C1CCCC2=C1C(c1cccs1)Nc1ccc3ncccc3c12 (configuration not stated) returned IL1B NFkB inh -5, PLAP inhibition -11%, IL1B NFkB pot 5, Bcl-B TR3 displacers -10%, IL1B NFkB inh cell count 2 µM 127 and IL1B NFkB pot cell count 2 µM 127.
For COc1cc2c(cc1OC)C(c1cccnc1)CC(=O)N2 (configuration not stated) the results were MRP reversal 6, IL1B NFkB inh -19, PLAP inhibition 12%, IL1B NFkB pot 19, Bcl-B TR3 displacers -1%, MRP reversal cytotoxicity 97, MRP reversal with doxorubicin 91, IL1B NFkB inh cell count 2 µM 62 and IL1B NFkB pot cell count 2 µM 62.
For Cc1nc(S(=O)(=O)N(C)c2ccccc2)c(C#N)c(C)c1Cl the results were MRP reversal -2, IL1B NFkB inh -8, PLAP inhibition 11%, IL1B NFkB pot 8, Bcl-B TR3 displacers 5%, MRP reversal cytotoxicity 4, MRP reversal with doxorubicin 6, IL1B NFkB inh cell count 2 µM 125 and IL1B NFkB pot cell count 2 µM 125.
Screening C=CCNc1nc(-c2sc(NC(=O)CC)nc2C)cs1 returned MRP reversal -16, IL1B NFkB inh -13, IL1B NFkB pot 13, MRP reversal cytotoxicity 40, MRP reversal with doxorubicin 56, IL1B NFkB inh cell count 2 µM 149 and IL1B NFkB pot cell count 2 µM 149.
`O=C(NCCCN1CCN(Cc2ccccc2Cl)CC1)Nc1ccccc1` gave MRP reversal 7, IL1B NFkB inh -15, PLAP inhibition -87%, IL1B NFkB pot 15, Bcl-B TR3 displacers -11%, MRP reversal cytotoxicity 90, MRP reversal with doxorubicin 83, IL1B NFkB inh cell count 2 µM 150 and IL1B NFkB pot cell count 2 µM 150.
O=C(OCCN=C1NS(=O)(=O)c2ccccc21)c1ccccc1 was read as MRP reversal 1, IL1B NFkB inh -2, PLAP inhibition 10%, IL1B NFkB pot 2, Bcl-B TR3 displacers -1%, MRP reversal cytotoxicity 84, MRP reversal with doxorubicin 82, IL1B NFkB inh cell count 2 µM 168 and IL1B NFkB pot cell count 2 µM 168.
`CCC(C)OC(=O)c1cc(C)nc2c(Br)cc(Br)cc12` (configuration not stated) gave MRP reversal 0, IL1B NFkB inh -7, IL1B NFkB pot 7, MRP reversal cytotoxicity 97, MRP reversal with doxorubicin 97, IL1B NFkB inh cell count 2 µM 129 and IL1B NFkB pot cell count 2 µM 129.
`COc1ccc(-n2nc(C(=O)NCc3ccco3)c3ccccc3c2=O)cc1` gave MRP reversal -10, IL1B NFkB inh -2, PLAP inhibition 11%, IL1B NFkB pot 2, Bcl-B TR3 displacers 3%, MRP reversal cytotoxicity 46, MRP reversal with doxorubicin 55, IL1B NFkB inh cell count 2 µM 62 and IL1B NFkB pot cell count 2 µM 62.
`COc1ccc(-c2c/c(=N\c3nc(-c4ccccc4)c(C)s3)c3ccccc3o2)cc1O` gave MRP reversal -29, IL1B NFkB inh -4, PLAP inhibition 34%, IL1B NFkB pot 4, Bcl-B TR3 displacers -26%, MRP reversal cytotoxicity 31, MRP reversal with doxorubicin 60, IL1B NFkB inh cell count 2 µM 141 and IL1B NFkB pot cell count 2 µM 141.
Screening COC(=O)C1=C(C)n2nnnc2NC1c1ccc(Cl)cc1 (configuration not stated) returned MRP reversal 9, IL1B NFkB inh -42, PLAP inhibition 4%, IL1B NFkB pot 42*, Bcl-B TR3 displacers -9%, MRP reversal cytotoxicity 81, MRP reversal with doxorubicin 72, IL1B NFkB inh cell count 2 µM 121 and IL1B NFkB pot cell count 2 µM 121*.
For O=C(CSc1nc(-c2ccco2)cc(C(F)(F)F)n1)N1CCN(Cc2ccccc2)CC1 the results were MRP reversal 6, IL1B NFkB inh -34, PLAP inhibition -48%, IL1B NFkB pot 34, Bcl-B TR3 displacers -39%, MRP reversal cytotoxicity 97, MRP reversal with doxorubicin 91, IL1B NFkB inh cell count 2 µM 182 and IL1B NFkB pot cell count 2 µM 182.

A draw from above in order of count of non-hydrogen atoms, smallest number first.
For Cc1nc(S(=O)(=O)N(C)c2ccccc2)c(C#N)c(C)c1Cl the results were MRP reversal -2, IL1B NFkB inh -8, PLAP inhibition 11%, IL1B NFkB pot 8, Bcl-B TR3 displacers 5%, MRP reversal cytotoxicity 4, MRP reversal with doxorubicin 6, IL1B NFkB inh cell count 2 µM 125 and IL1B NFkB pot cell count 2 µM 125.
O=C(OCCN=C1NS(=O)(=O)c2ccccc21)c1ccccc1 was read as MRP reversal 1, IL1B NFkB inh -2, PLAP inhibition 10%, IL1B NFkB pot 2, Bcl-B TR3 displacers -1%, MRP reversal cytotoxicity 84, MRP reversal with doxorubicin 82, IL1B NFkB inh cell count 2 µM 168 and IL1B NFkB pot cell count 2 µM 168.
Cc1cc(C)c(NC(=O)c2ccccc2N(C)S(C)(=O)=O)c(C)c1 was read as MRP reversal -2, IL1B NFkB inh -10, PLAP inhibition 14%, IL1B NFkB pot 10, Bcl-B TR3 displacers 4%, MRP reversal cytotoxicity 93, MRP reversal with doxorubicin 95, IL1B NFkB inh cell count 2 µM 71 and IL1B NFkB pot cell count 2 µM 71.
`COc1ccc(-c2c/c(=N\c3nc(-c4ccccc4)c(C)s3)c3ccccc3o2)cc1O` gave MRP reversal -29, IL1B NFkB inh -4, PLAP inhibition 34%, IL1B NFkB pot 4, Bcl-B TR3 displacers -26%, MRP reversal cytotoxicity 31, MRP reversal with doxorubicin 60, IL1B NFkB inh cell count 2 µM 141 and IL1B NFkB pot cell count 2 µM 141.
